# Statin myotox sup = protects C2C12 myotubes from simvastatin toxicity | AID 602340 | ATP luminescence, 48 h; scaled: DMSO 0, geranylgeraniol control 100 | rescue of ATP level, % at 7.49 µM | 330,000 tested, 0.78% active;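 active means mean ATP rescue above about 67%, or every replicate alone reaching that limit, limit read from the data, passing the limit was not always enough; inconclusive means no clear call, values can overlap the other calls; inactive means mean under the limit and some replicate under it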;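 further: myotubes were challenged with 10 µM simvastatin during compound exposure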
# PGC1a acetyl inh = modulators of PGC1a acetylation | U2OS PGC1a acetylation, AlphaScreen anti-acetyl-lysine; with virally co-expressed GCN5 acetyltransferase | inhibition, % at 15.6 µM | 350,000 tested, 0.17% active;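 active means every replicate shows inhibition of at least 40%; inconclusive means mean inhibition at least 40% but some replicate below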;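 further: 0% = neutral control wells and 100% = positive control wells; some results beyond the cut were filed as inactive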
# GSIS activator = primary screen for activators of insulin secretion dependent on glucose, INS-1E cells, GLuc reporter luminescence. 370,000 tested, 0.61% active. activation, % at 16.6 µM. INS-1E GLuc reporter insulin secretion, 2-3 h;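 active means lowest replicate activation of at least 40%, so every replicate reaches that level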;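 further: 0% = median of neutral control wells and 100% = median of IBMX positive control wells; some compounds called inactive have numbers as strong as hits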
# F508del corr = correctors of CFTR F508del function in bronchial epithelial cells; CFBE cells, YFP halide quenching; stimulated with forskolin plus potentiator P3; % fluorescence drop versus neutral controls; activity (quench increase), % at 7.58 µM; 350,000 tested, 0.36% active; AID 720511;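 active means mean added fluorescence quench of at least 8% versus neutral control, with both replicates also reaching 8%; inconclusive means only one of the mean or replicate conditions met; inactive means mean below 8% and not both replicates reaching 8%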;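 further: cells transiently co-express mutant CFTR-F508del with the halide-sensitive YFP; corrector assay measuring rescue of mutant channel to the surface after 24 h compound exposure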
# Cneo AK release = causes C. neoformans cell lysis; adenylate kinase release luminescence, 4 h; normalised: neutral wells 0, clomiphene wells 100; lysis activity, % at 15 µM; 360,000 tested, 0.2% active;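 active means mean lysis activity across replicates of at least 80%, whatever share of replicates individually reach that level; inactive means mean lysis activity below 80%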
#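 Signal: Adenylate kinase release luminescence | Assay system: Log-phase Cryptococcus neoformans yeast cells | Input: Cells at 5 × 10^6 per mL | Buffer or medium: Fresh YPD growth medium | Compound: Single dose | Schedule: Static 4 h at 37 °C with compound, 1 h detection | Controls: Clomiphene | Read-out: Luminescence rise reflecting yeast cell lysis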
# miR-122 sensor = miR-122 inhibition in Huh7 cells; 340,000 tested, 0.3% active; Huh7 miR-122 Renilla luciferase sensor, 48 h; neutral wells = 0, positive control = 100; AID 602342; activation (reporter increase), % at 12.5 µM;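 active means mean replicate activation score at least 90 and every replicate individually at or above 90; inconclusive means only one of the two criteria met; inactive means neither criterion met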;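 further: higher luciferase means less miR-122 activity so hits act as miR-122 inhibitors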
# PglD DTNB = inhibitors of Campylobacter jejuni PglD acetyltransferase; purified PglD enzyme, DTNB colorimetric CoA detection; inhibition, % at 12.5 µM; 360,000 tested, 0.098% active; AID 602405; in the data active means inhibition above about 16%, passing the limit was not always enough; inconclusive means no clear call, values can overlap the other calls; further: strong numbers were not always called active
# FN deposit inh = fibronectin deposition inhibition | 350,000 tested, 0.086% active | inhibition, % at 12.6 µM | AH1F fibroblasts, Alexa488-fibronectin deposition fluorescence, overnight | AID 743247;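 active means mean inhibition across replicates of 30% or more, regardless of how many single replicates reach that level; inconclusive means mean under 30% yet at least half of replicates reach 30%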;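 further: positive control wells lacked labelled fibronectin entirely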
#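 Material: AH1F fibroblast monolayer depositing Alexa488-labelled fibronectin into matrix / Amount: 10000 AH1F cells per well / Signal: fluorescence 485/525 nm / Medium: DMEM, 2% serum / Compound: single dose, pinned / Incubation: 1 h cell adhesion before compound, then overnight fibronectin incubation / Reagent: Alexa488-FN, 24 nM final / Read-out: inhibition of fibronectin deposition signal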
# * hit, by the source's call; ? = inconclusive; nt = not tested or not shown; [ ] = another dose, or the depositor's remark. No enrichment for hits, and some 2.1% of all compounds hit somewhere here.
mol,Statin myotox sup,PGC1a acetyl inh,GSIS activator,F508del corr,Cneo AK release,miR-122 sensor,PglD DTNB,FN deposit inh
Cc1cc(C(=O)CN2C(=O)NC(C)(c3cccc(Br)c3)C2=O)c(C)n1Cc1ccco1 (stereo not drawn),39,-11,nt,nt,2,4,2,nt
Cc1nnc(SCC(=O)NC2CCC(C)CC2)s1 (stereo not drawn),1,-2,-1,-2.4,0,nt,0,0
Cc1ccc(OCCn2cncn2)c([N+](=O)[O-])c1,-11,2,11,2.3,-2,-6,-1,5
C[C@@H]1CN([C@H](C)CO)C(=O)c2cc(-c3ccncc3)cnc2O[C@H]1CN(C)C(=O)C1CC1,34,0,4,-1.8,nt,-9[16.7 µM],nt,-1
Cc1ccc(C)c(NC(=O)C(OC(=O)c2cc[n+]([O-])cc2)c2ccccc2)c1 (stereo not drawn),0,2,26,0.1,1,9,1,nt
CN1CCN(C(=O)C2Cc3c(-c4ccc5c(c4)OCO5)ccnc3O2)CC1 (stereo not drawn),-1,nt,11,-0.2,0,-5,-3,-4
O=C(CN(Cc1ccccc1)C(=O)CNS(=O)(=O)c1ccc(Cl)cc1)NCC1CCCO1 (stereo not drawn),4,-5,-5,1.7,0,3,-4,4
O=C1NC(=Nc2cccnc2)S/C1=C\c1cccc(F)c1,12,3,8,0.1,-1,3,5,9
Cc1oc2c(C)c3oc(=O)c(CC(=O)N[C@@H](CC(C)C)C(=O)N[C@@H](Cc4ccccc4)C(=O)O)c(C)c3cc2c1C,3,-2,nt,-2.5,1,1,2,nt
C[C@@H]1CN([C@H](C)CO)C(=O)c2cc(NS(=O)(=O)c3cn(C)cn3)ccc2O[C@@H]1CN(C)CC1CCCCC1,0,0,4,-0.2,-7,-4[16.7 µM],-1,-1
O=C(NCCc1ccc(Cl)cc1)c1cc(S(=O)(=O)N2CCCCC2)c[nH]1,7,0,nt,nt,4,4,nt,nt
COc1cc(CNc2ccc(N3CCN(C(C)=O)CC3)cc2)ccc1OCc1ccccc1,nt,8,11,-1.9,nt,nt,nt,3
Cc1cc(S(=O)(=O)N2CCc3ccccc3C2)ccc1F,-6,8,4,6.1,0,0,-8,2
C/C=C/c1ccc([C@H]2[C@H](CO)N(c3nc(CC)cs3)[C@H]2CNC(C)C)cc1,1,-16,-18,-1.3,4,?,0,-9
COc1cccc(NC(=O)N(C)C[C@H]2Oc3cc(/C=C/c4ccccc4)ccc3S(=O)(=O)N([C@H](C)CO)C[C@@H]2C)c1,-7,13,-14,1.1,1,nt,-1,-3
S=C(NCCc1ccccc1)N1CCC2CC1c1c(Cl)cccc12 (stereo not drawn),-9,-12,3,-0.6,13,55,2,-9
CO[C@@H]1CN(C)C(=O)c2cc(NC(=O)C3CC3)ccc2OC[C@H](C)N(C)C[C@@H]1C,5,21,10,-0.4,-10,nt,7,7
O=S(=O)(NCC1CCCN(Cc2ccccc2O)C1)c1cccc2cccnc12 (stereo not drawn),-1,nt,11,-0.8,3,nt,-5,-1
O=C1NNC(c2ccccc2)=N/C1=C\c1ccc(Cl)cc1,nt,3,-47,-1.6,0,3,-3,-11
CCN(c1ccc(NC(=O)COC(=O)/C=C/c2cccs2)cc1)C(C)C,2,-3,10,-2.0,nt,-4,nt,-10
CCOc1ccc(-n2c(=O)c3sccc3n(Cc3ccc(C)cc3)c2=O)cc1,11,-5,5,0.8,nt,0,nt,-2
CCOc1ccc(CN(C)c2nc(-c3cccnc3)nc3ccccc23)cc1OC,-37,-28,-8,3.5,2,-8,4,7
Cc1nc2c(sc(=S)n2Cc2ccco2)c(=O)n1CC(=O)Nc1ccc(F)cc1,0,-1,10,0.2,0,5,-4,-14
CC(C)NC(=O)N(C)C[C@@H]1Oc2cc(-c3cncnc3)ccc2S(=O)(=O)N([C@H](C)CO)C[C@@H]1C,2,-13,5,-0.4,-1,1[16.7 µM],0,1
O=C(C1CCCN(S(=O)(=O)c2cccs2)C1)N1CCC(N2CCCCC2)CC1 (stereo not drawn),9,nt,-2,-2.3,-1,nt,-1,-4
CCOC(=O)n1c(=O)n(Cc2c(Cl)cccc2Cl)c2ccccc21,175*,6,nt,nt,3,32,nt,nt
CC1CCCN(C(=O)c2cn(-c3ccccc3)nc2-c2cccnc2)C1 (stereo not drawn),13,nt,-11,1.7,0,nt,-1,8
C[C@@H]1CN([C@H](C)CO)C(=O)c2cc(NS(=O)(=O)c3ccc(Cl)cc3)ccc2O[C@@H](C)CCCCO[C@@H]1CN(C)S(=O)(=O)c1ccc(F)cc1,nt,7,8,0.4,1,6[16.7 µM],-2,-3
O=C(NCCOc1ccccc1)c1ccccc1[N+](=O)[O-],nt,-10,-16,-0.5,nt,nt,nt,-4
COc1ccc(C#Cc2ccc3c(c2)O[C@H](CN(C)C(=O)NC2CCCCC2)[C@H](C)CN([C@H](C)CO)S3(=O)=O)cc1,nt,-1,-10,3.4,2,-11[16.7 µM],4,nt
COc1ccc(NC(=O)Nc2ccc3c(c2)C(=O)N([C@@H](C)CO)C[C@@H](C)[C@H](CN(C)S(=O)(=O)c2ccc(OC)cc2)OCCCC[C@@H](C)O3)cc1,nt,-24,-10,-2.2,-2,-5[16.7 µM],1,2
COc1cccc(CN2[C@@H](CO)[C@@H]3c4ccccc4N(C(=O)c4cccnc4)C[C@@H]32)c1,12,5,-11,0.7,57,0[16.7 µM],5,6
O=c1c2c(-c3ccccc3)csc2nc2n1CCC2,6,-15,nt,nt,0,9,3,nt
CC1(C)NC(=O)N(CCSc2ccc(Cl)cc2)C1=O,-9,-7,nt,nt,-1,-6,-6,-5
COc1cccc(-c2c(C(=O)N/N=C/C3CC=CCC3)nnn2-c2nonc2N)c1 (stereo not drawn),-5,-2,-3,1.0,-2,1,0,-13
CO[C@@H]1CN(C)C(=O)c2cc(NC(=O)Cc3ccccc3)ccc2OC[C@@H](C)N(CCc2ccccc2)C[C@H]1C,-7,nt,-44,nt,9,1[16.7 µM],-3,3
CCOc1ccc2oc(C(=O)OCC(=O)NCC3CCCO3)c(C)c2c1 (stereo not drawn),9,nt,1,0.0,0,14,-3,-5
CCCNC(=O)C1(C)CCN(CCOc2ccc(Cl)cc2)C1 (stereo not drawn),10,-18,-13,-0.3,0,-5,3,-5
Cc1ccc(S(=O)(=O)N(C)C[C@@H]2Oc3ccc(NC(=O)CCCN(C)C)cc3C(=O)N([C@@H](C)CO)C[C@H]2C)cc1,-32,1,3,-1.2,0,-7[16.7 µM],1,-2
CSc1nnc(-c2ccco2)n1-c1ccccc1,13,2,nt,nt,0,-9,4,nt
COc1ccc(C(=O)Nc2nc(OCC(F)(F)F)cnc2/C=C\c2ccccc2)c(OC)c1,-68,-9,-1,2.5,-1,-1,-5,-1
CC(=O)Nc1sc2c(c1C(c1cccc(F)c1)N1CCN(CCO)CC1)CCCC2 (stereo not drawn),8,nt,2,-1.4,-5,nt,0,7
O=C(NCc1ccccc1C(F)(F)F)C1CC(c2ccccc2C(F)(F)F)=NO1 (stereo not drawn),-16,nt,-4,2.2,4,14,-1,-5
O=C(CSCc1ccc(Br)cc1)N1CCOCC1,-5,4,nt,nt,11,nt,0,-1
CCOC(=O)C1=C(O)C(=O)C(C(=O)OCC)C1 (stereo not drawn),0,nt,0,-0.9,nt,1,nt,-2
CCC(=O)Nc1ccc2c(c1)C(=O)N(C)[C@H]1CC[C@H](CC(=O)N3CCCCC3)O[C@@H]1CO2,17,0,0,-0.9,0,1[16.7 µM],-1,-6
COc1ccc(C(=O)NCCn2cc(SCC(N)=O)c3ccccc32)cc1,nt,0,13,-0.9,nt,nt,nt,-7
Cc1c(Br)c(C(F)(F)F)nn1CC(=O)NCC1CCCO1 (stereo not drawn),-12,16,0,3.0,1,4,2,nt

# 6 of these compounds, reformatted:
# Each structure is followed by: Statin myotox sup | PGC1a acetyl inh | GSIS activator | F508del corr | Cneo AK release | miR-122 sensor | PglD DTNB | FN deposit inh
- COc1ccc(C(=O)Nc2nc(OCC(F)(F)F)cnc2/C=C\c2ccccc2)c(OC)c1
    -68 | -9 | -1 | 2.5 | -1 | -1 | -5 | -1
- CC(=O)Nc1sc2c(c1C(c1cccc(F)c1)N1CCN(CCO)CC1)CCCC2 (stereo not drawn)
    8 | nt | 2 | -1.4 | -5 | nt | 0 | 7
- O=C(NCc1ccccc1C(F)(F)F)C1CC(c2ccccc2C(F)(F)F)=NO1 (stereo not drawn)
    -16 | nt | -4 | 2.2 | 4 | 14 | -1 | -5
- O=C(CSCc1ccc(Br)cc1)N1CCOCC1
    -5 | 4 | nt | nt | 11 | nt | 0 | -1
- CCOC(=O)C1=C(O)C(=O)C(C(=O)OCC)C1 (stereo not drawn)
    0 | nt | 0 | -0.9 | nt | 1 | nt | -2
- CCC(=O)Nc1ccc2c(c1)C(=O)N(C)[C@H]1CC[C@H](CC(=O)N3CCCCC3)O[C@@H]1CO2
    17 | 0 | 0 | -0.9 | 0 | 1[16.7 µM] | -1 | -6

# More records follow.
mol,Statin myotox sup,PGC1a acetyl inh,GSIS activator,F508del corr,Cneo AK release,miR-122 sensor,PglD DTNB,FN deposit inh
CC(=O)Nc1ccc(OC(=O)c2cc([N+](=O)[O-])ccc2Cl)cc1,nt,1,-3,-2.0,-2,-7,1,nt
C[C@@H]1CN([C@H](C)CO)C(=O)Cc2cc(NC(=O)CCC(F)(F)F)ccc2O[C@@H]1CN(C)Cc1ccc(C(F)(F)F)cc1,2,-11,nt,-1.1,-2,3[16.7 µM],-2,8
CO[C@H]1CN(C)C(=O)c2cc(NS(C)(=O)=O)ccc2OC[C@@H](C)N(Cc2ccccn2)C[C@@H]1C,-9,-2,-3,-0.4,nt,13[16.7 µM],nt,-7
C#CC(C)(CC)NC(=O)c1cc(OC)c(OC)c(OC)c1 (stereo not drawn),2,-6,nt,nt,0,-3,2,nt
CCOC(=O)c1cccc(N/C=C/C(=O)c2ccc(OC)c(OC)c2)c1,2,nt,nt,nt,0,-2,5,nt
CCCCCC1CCC(c2ccc(C(N)=O)cc2)CC1 (stereo not drawn),0,0,nt,nt,11,-1,-4,nt
CCc1ccccc1NC(=S)N1CCC(C(=O)c2ccc(F)cc2)CC1,10,12,3,3.4,0,nt,1,nt
O=c1cc(CSc2nnnn2-c2ccccc2)nc(Nc2ccc(F)cc2)[nH]1,-5,nt,nt,nt,-1,8,2,0
O=C(NCCNC(=O)c1ccc(Br)o1)c1ccc(Br)o1,4,-11,nt,nt,0,9,3,nt
CCCc1cc(C(=O)NC2CCCCC2)no1,1,1,nt,1.8,-2,-3,4,3

# Screening data deposited in PubChem BioAssay by Broad Institute.
